# BioA inh – BioA (M. tuberculosis) enzyme inhibition. inhibition, % at 9.99 µM. AID 602481. purified M. tuberculosis BioA enzyme, plate reader. actives 0.096% (n = 360,000); in the data active = inhibition above about 40%
# An asterisk follows results filed as active; & = joins results of further samples. The list is partial. The share of hits here may be higher or lower than overall.
molecule	BioA inh
C[C@@H]1CN([C@@H](C)CO)C(=O)c2cc(NC(=O)Cc3ccccc3)ccc2O[C@@H](C)CCCCO[C@@H]1CN(C)S(=O)(=O)c1ccc(Cl)cc1	-1.7
Cc1noc(C)c1NC(=O)Nc1ccc2c(c1)C(=O)N([C@H](C)CO)C[C@@H](C)[C@@H](CN(C)S(=O)(=O)c1ccc(Cl)cc1)OCCCC[C@H](C)O2	-3.3
Cc1noc(C)c1S(=O)(=O)Nc1ccc2c(c1)C(=O)N([C@H](C)CO)C[C@H](C)[C@H](CN(C)S(=O)(=O)c1cn(C)cn1)OCCCC[C@@H](C)O2	1.8
O=C(C[C@@H]1CC[C@H]2[C@@H](COC[C@@H](O)CN2Cc2ccc(C(F)(F)F)cc2)O1)NCCc1ccccc1	1.6
O=C(C[C@H]1C[C@@H]2c3cc(NC(=O)NC4CCCC4)ccc3O[C@@H]2[C@@H](CO)O1)NCc1ccc(-c2ccccc2)cc1	-0.7
C[C@H](NC(=O)C[C@@H]1C=C[C@H](NC(=O)Cc2ccccn2)[C@H](CO)O1)c1ccccc1	-1.4
C[C@H](CO)N1C[C@H](C)[C@H](CN(C)C(=O)Cc2ccccc2)Oc2cc(-c3ccccc3)ccc2S1(=O)=O	0.4
C[C@@H]1CN([C@@H](C)CO)C(=O)Cc2cc(NS(C)(=O)=O)ccc2O[C@H]1CN(C)C(=O)Nc1cccc2ccccc12	0.1
CNC[C@H]1Oc2ccc(NC(=O)NC3CCCCC3)cc2CC(=O)N([C@@H](C)CO)C[C@H]1C	-1.3
Cc1ccc(NC(=O)Nc2ccc3c(c2)C(=O)N(C)[C@@H]2CC[C@@H](CC(=O)O)O[C@H]2CO3)cc1	-2.2
CO[C@@H]1CN(C)C(=O)c2cc(NS(C)(=O)=O)ccc2OC[C@@H](C)N(C(=O)c2ccc3c(c2)OCO3)C[C@@H]1C	-1.9
CC(C)CN(C[C@H]1N[C@H](CO)[C@H]1c1ccccc1)C(=O)CN(C)C	0.1
CC(=O)N(C)C[C@H]1Oc2cc(C#CC3(O)CCCC3)ccc2S(=O)(=O)N([C@H](C)CO)C[C@H]1C	0.0
COc1ccc(OC(=O)N(C)C[C@@H]2OCc3ccccc3-c3ccccc3C(=O)N([C@H](C)CO)C[C@@H]2C)cc1	0.3
COCC(=O)N(C)C[C@H]1Oc2cc(C#C[C@@H](C)O)ccc2S(=O)(=O)N([C@@H](C)CO)C[C@H]1C	-4.1
COc1ccccc1C(=O)Nc1ccc2c(c1)C(=O)N(C)[C@H]1CC[C@H](CC(=O)Nc3cccc(C(C)C)c3)O[C@@H]1CO2	0.1
C[C@@H]1CCCCO[C@H](CN(C)C(=O)Nc2ccc3c(c2)OCO3)[C@H](C)CN([C@@H](C)CO)C(=O)c2cc(N(C)C)ccc2O1	0.2
CO[C@@H]1CN(C)C(=O)c2ccc(NC(=O)C3CCC3)cc2OC[C@@H](C)N(Cc2cccnc2)C[C@@H]1C	5.1
C[C@@H]1CN([C@H](C)CO)C(=O)CCCn2cc(nn2)CO[C@H]1CN(C)Cc1ccc(Cl)c(Cl)c1	-1.1
CCC(=O)Nc1ccc2c(c1)C(=O)N(C)C[C@H](OC)[C@H](C)CN(CC1CCOCC1)[C@H](C)CO2	1.0
COCC(=O)Nc1ccc2c(c1)[C@H]1C[C@@H](CC(=O)N3CCc4ccccc4C3)O[C@@H](CO)[C@H]1O2	-1.0
C[C@@H]1CCCCO[C@@H](CN(C)Cc2ccc(C(F)(F)F)cc2)[C@@H](C)CN([C@@H](C)CO)C(=O)c2cc(NC(=O)Nc3ccccc3)ccc2O1	-2.9
CCC(=O)Nc1ccc2c(c1)OC[C@@H](C)N(Cc1ccc(-c3ccccn3)cc1)C[C@@H](C)[C@H](OC)CN(C)C2=O	-1.6
COC(=O)C[C@@H]1CC[C@H]2[C@H](COc3ccc(NS(=O)(=O)c4ccccc4F)cc3C(=O)N2C)O1	4.4
C[C@@H]1CN([C@H](C)CO)C(=O)Cc2cc(NC(=O)NC3CCCCC3)ccc2O[C@H]1CN(C)Cc1ccc(Cl)c(Cl)c1	-0.9

# Seven entries from above, ordered by SMILES length, falling.
molecule	BioA inh
O=C(C[C@H]1C[C@@H]2c3cc(NC(=O)NC4CCCC4)ccc3O[C@@H]2[C@@H](CO)O1)NCc1ccc(-c2ccccc2)cc1	-0.7
C[C@@H]1CN([C@H](C)CO)C(=O)Cc2cc(NC(=O)NC3CCCCC3)ccc2O[C@H]1CN(C)Cc1ccc(Cl)c(Cl)c1	-0.9
CCC(=O)Nc1ccc2c(c1)OC[C@@H](C)N(Cc1ccc(-c3ccccn3)cc1)C[C@@H](C)[C@H](OC)CN(C)C2=O	-1.6
COc1ccc(OC(=O)N(C)C[C@@H]2OCc3ccccc3-c3ccccc3C(=O)N([C@H](C)CO)C[C@@H]2C)cc1	0.3
Cc1ccc(NC(=O)Nc2ccc3c(c2)C(=O)N(C)[C@@H]2CC[C@@H](CC(=O)O)O[C@H]2CO3)cc1	-2.2
C[C@H](NC(=O)C[C@@H]1C=C[C@H](NC(=O)Cc2ccccn2)[C@H](CO)O1)c1ccccc1	-1.4
CC(C)CN(C[C@H]1N[C@H](CO)[C@H]1c1ccccc1)C(=O)CN(C)C	0.1

# The list continues:
molecule	BioA inh
CCC(=O)Nc1ccc2c(c1)OC[C@@H](C)N(Cc1ccccc1OC)C[C@H](C)[C@@H](OC)CN(C)C2=O	3.7
O=C(Nc1ccc(F)cc1)N1CCCCN2[C@H](CO)[C@H](c3ccc(-c4ccncc4)cc3)[C@@H]2C1	6.8
O=C(C[C@H]1C[C@H]2c3cc(NC(=O)Cc4ccncc4)ccc3O[C@H]2[C@@H](CO)O1)NCc1cccc(F)c1	-0.7
C/C=C/c1ccc2c(c1)O[C@H](CN(C)S(=O)(=O)c1ccc(C)cc1)[C@H](C)CN([C@H](C)CO)S2(=O)=O	1.5
COc1ccccc1NC(=O)N[C@H]1C=C[C@H](CC(=O)N[C@H](C)c2ccccc2)O[C@@H]1CO	2.5
CO[C@H]1CN(C)C(=O)c2cc(NC(=O)Nc3cc(F)ccc3F)ccc2OC[C@H](C)N(C)C[C@@H]1C	1.4
CC(=O)N(C)C[C@@H]1Oc2cc(-c3ccncc3)ccc2S(=O)(=O)N([C@@H](C)CO)C[C@@H]1C	4.5
C[C@@H]1CN([C@H](C)CO)C(=O)c2cc(NC(=O)Nc3ccc(F)cc3)ccc2O[C@@H](C)CCCCO[C@@H]1CN(C)C(=O)c1ccccc1	-3.8
COC(=O)CCCCCCC(=O)Nc1ccc(C2OC(CSc3nc4ccccc4s3)CC(c3ccccc3)O2)cc1 (centres undefined)	-1.3
CO[C@H]1CN(C)C(=O)c2cc(NS(=O)(=O)c3cn(C)cn3)ccc2OC[C@@H](C)N(C)C[C@@H]1C	-1.0
CCc1cnc(N2[C@@H](C#N)[C@@H](c3ccc(C4=CCCCC4)cc3)[C@@H]2CO)s1	-0.2
O=C(C[C@@H]1C[C@@H]2c3cc(NC(=O)Nc4ccc(C(F)(F)F)cc4)ccc3O[C@@H]2[C@H](CO)O1)NCc1ccc2c(c1)OCO2	-1.0
CO[C@@H]1CN(C)C(=O)c2cc(NC(=O)C3CC3)ccc2OC[C@@H](C)N(C(=O)c2ccncc2)C[C@@H]1C	-1.0
C[C@H]1CN([C@@H](C)CO)C(=O)c2cc(NC(=O)Cn3cnnn3)ccc2O[C@H]1CN(C)Cc1ccc(Cl)c(Cl)c1	-0.1
COc1ccc(-c2cnc3c(c2)C(=O)N([C@H](C)CO)C[C@H](C)[C@H](CN(C)S(C)(=O)=O)O3)cc1	1.9&2.8
C[C@H](CO)N1C[C@H](C)[C@@H](CN(C)S(=O)(=O)c2ccc(Cl)cc2)Oc2c(NS(=O)(=O)c3cn(C)cn3)cccc2C1=O	1.8
O=C(C[C@@H]1C[C@H]2c3cc(NC(=O)Nc4ccc(C(F)(F)F)cc4)ccc3O[C@H]2[C@@H](CO)O1)NCc1ccccn1	1.8
COc1cccc(S(=O)(=O)N2C[C@@H](O)COC[C@@H]3O[C@H](CC(=O)N4CCCCC4)CC[C@H]32)c1	-1.5
C[C@@H]1CN([C@@H](C)CO)C(=O)c2cc(C#Cc3cccnc3)cnc2O[C@@H]1CN(C)Cc1cccnc1	3.6
C[C@@H]1CCCCO[C@@H](CN(C)S(C)(=O)=O)[C@H](C)CN([C@H](C)CO)C(=O)c2cc(NC(=O)NC3CCCCC3)ccc2O1	0.8
O=C(C[C@H]1CC[C@@H](NC(=O)C2CCC2)[C@H](CO)O1)NCCCN1CCOCC1	-1.9
Cc1ccccc1S(=O)(=O)N[C@H]1CC[C@H](CCNS(=O)(=O)c2cccc(F)c2)O[C@@H]1CO	1.5
CC(C)C(=O)Nc1ccc2c(c1)C(=O)N(C)[C@H]1CC[C@H](CC(=O)NCC3CC3)O[C@H]1CO2	-1.6
C[C@H](CO)N1C[C@H](C)[C@@H](CN(C)C(=O)Nc2ccc(F)cc2)Oc2ncc(C#CC3CC3)cc2C1=O	0.2
C[C@@H]1CN([C@@H](C)CO)C(=O)c2cc(C3=CCCCC3)cnc2O[C@H]1CN(C)C(=O)CN1CCOCC1	0.2

> Cc1noc(C)c1NC(=O)N(C)C[C@H]1OCCCC[C@H](C)Oc2ccc(NC(=O)c3ccccc3)cc2C(=O)N([C@H](C)CO)C[C@@H]1C
  BioA inh: 0.4
> CC=Cc1ccc2n(c1=O)C[C@H]1[C@H](CO)[C@@H](C(=O)NCC3CC3)[C@@H]2N1Cc1ccccc1F (mixture of isomers)
  BioA inh: -2.4
> COc1ccc(NC(=O)N2C[C@H](O)COC[C@@H]3O[C@H](CC(=O)NCc4ccccc4OC)CC[C@H]32)cc1
  BioA inh: 2.1
> O=C(c1ccc(F)cc1)N1C[C@@H]2[C@H](c3ccccc31)[C@H](CO)N2C(=O)c1ccc(F)cc1
  BioA inh: 5.4
> C[C@H]1CN([C@@H](C)CO)C(=O)Cc2cc(NC(=O)Nc3ccc(F)cc3)ccc2O[C@H]1CN(C)Cc1ccccc1
  BioA inh: -1.9
> CO[C@H]1CN(C)C(=O)c2cc(NS(=O)(=O)c3ccc(C)cc3)ccc2OC[C@@H](C)NC[C@H]1C
  BioA inh: -5.3
> COc1ccc(NC(=O)N(C)C[C@@H]2OCCCC[C@H](C)Oc3ccc(NC(=O)NC4CCCCC4)cc3C(=O)N([C@@H](C)CO)C[C@@H]2C)cc1
  BioA inh: -2.5
> COc1ccccc1NC(=O)N(C)C[C@H]1OCc2cn(nn2)CCCC(=O)N([C@H](C)CO)C[C@@H]1C
  BioA inh: -2.6
> C[C@@H]1CCCCO[C@@H](CN(C)Cc2ccc3c(c2)OCO3)[C@@H](C)CN([C@@H](C)CO)C(=O)c2cc(NC(=O)Cc3ccccc3)ccc2O1
  BioA inh: 4.9
> C[C@H](CO)N1C[C@H](C)[C@@H](CN(C)S(=O)(=O)c2cccs2)OCCCC[C@H](C)Oc2ccc(NC(=O)Cc3ccccc3)cc2C1=O
  BioA inh: -2.7
> COc1ccc(CNC(=O)C[C@H]2C[C@@H]3c4cc(NC(=O)NC5CCCC5)ccc4O[C@@H]3[C@@H](CO)O2)cc1
  BioA inh: -5.4
> CCC(=O)Nc1ccc2c(c1)OC[C@H](C)N(C(=O)CC1CC1)C[C@@H](C)[C@@H](OC)CN(C)C2=O
  BioA inh: -2.5
> C[C@H]1CN([C@@H](C)CO)C(=O)c2cc(NC(=O)Cc3ccccc3)ccc2O[C@@H]1CN(C)Cc1ccc(C(F)(F)F)cc1
  BioA inh: -0.5
> OC[C@@H]1[C@H](c2ccc(-c3ccc(F)cc3)cc2)[C@H]2CN(Cc3ccncc3)CCCCN12
  BioA inh: -2.4
> CCNC(=O)[C@@H]1[C@@H](CO)[C@@H]2Cn3c(ccc(C4=CCCC4)c3=O)[C@H]1N2C(=O)CC
  BioA inh: -2.4

> O=C(c1ccccc1F)N1C[C@H]2[C@@H](c3ccccc31)[C@@H](CO)N2CC1CCCCC1
  BioA inh: 2.4
> C[C@H]1CN([C@@H](C)CO)C(=O)c2cc(NC(=O)CCCN(C)C)ccc2O[C@H]1CN(C)CC1CCCCC1
  BioA inh: -1.0
> CC(C)C#Cc1ccc([C@H]2[C@H](C#N)N(C(=O)CN(C)C)[C@H]2CO)cc1
  BioA inh: -1.1
> CO[C@@H]1CN(C)C(=O)c2cc(NC(=O)c3ccccc3)ccc2OC[C@@H](C)N(CC2CC2)C[C@H]1C
  BioA inh: -1.2
> C[C@@H]1CN([C@H](C)CO)C(=O)c2cccc(NC(=O)Nc3ccccc3)c2O[C@@H]1CN(C)Cc1ccc(C(=O)O)cc1
  BioA inh: -3.5
> C[C@@H]1CN([C@H](C)CO)C(=O)Cc2cc(NC(=O)CCCCCC(=O)Nc3ccccc3N)ccc2O[C@@H]1CN(C)S(=O)(=O)c1cccs1
  BioA inh: -1.0
> C[C@H](O)C#Cc1ccc2c(c1)O[C@H](CN(C)Cc1cccnc1)[C@@H](C)CN([C@@H](C)CO)S2(=O)=O
  BioA inh: 2.3
> COCCNC(=O)C[C@H]1C[C@H]2c3cc(NC(=O)C4CCC4)ccc3O[C@H]2[C@H](CO)O1
  BioA inh: 4.4
> COc1ccc(NC(=O)Nc2cccc3c2O[C@H](CN(C)S(=O)(=O)c2ccccc2)[C@@H](C)CN([C@@H](C)CO)C3=O)cc1
  BioA inh: -3.4
> CN(C)C(=O)[C@H]1[C@H](CO)[C@H]2Cn3c(ccc(-c4cccc(F)c4)c3=O)[C@@H]1N2Cc1ccccc1
  BioA inh: 0.1
> OC[C@@H]1[C@@H](c2ccc(C3=CCCC3)cc2)[C@@H]2CN(CCC(F)(F)F)CCCCN12
  BioA inh: 1.2
> C[C@@H]1CN([C@@H](C)CO)C(=O)c2cc(NS(=O)(=O)c3ccc(Cl)cc3)ccc2O[C@@H](C)CCCCO[C@@H]1CN(C)C(=O)Nc1ccccc1
  BioA inh: -0.8
> COCC#Cc1cnc2c(c1)C(=O)N([C@H](C)CO)C[C@H](C)[C@H](CN(C)C(=O)Nc1cccc(F)c1)O2
  BioA inh: -0.6
> O=C(Nc1ccccc1)N1C[C@H]2[C@@H](c3ccccc31)[C@@H](CO)N2Cc1cocn1
  BioA inh: -0.8
> N#Cc1cccc(-c2ccc3c(c2)[C@H]2[C@H](CCN2S(=O)(=O)c2ccc(F)cc2)[C@@H](CO)N3)c1
  BioA inh: -0.8
